# RMI-FANCM inh: RMI-FANCM interaction inhibition. Fluorescence polarization, RMI core complex with F-MM2 peptide; hits give low values. FP signal (polarization) at 33 µM. actives 0.58% (n = 70,000). AID 1159607; in the data active = FP signal below about 40; note: inactives centre near 61; strong numbers were not always called active; unit not given here
# * hit, by the source's call; & = joins results of further samples. Some of the compounds tested; rates above refer to the full screens.
RMI-FANCM inh	SMILES
48&50	CN(C)[C@@H]1C(=O)C(C(=O)NCN2CCCC2)=C(O)[C@@]2(O)C(=O)C3=C(O)c4c(O)cccc4[C@@](C)(O)C3CC12 (stereo partly specified)
55	Cc1cc(C(=O)Nc2nccs2)no1
56	N#CCCS(=O)(=O)c1ccccc1F
79	CCOc1ccccc1NC(=O)C(=O)NCC1CCN(C(C)C)CC1
63	COc1ccc(C/C(=N\O)c2ccc(OC)cc2)cc1
70	Cc1ccc(CNC(=O)Cn2c(CO)c[nH]c2=S)cc1
65	COc1ccc(-n2nnc(C(=O)OCc3ccccc3Cl)c2C)cc1Cl
50	O=[N+]([O-])c1cc(C(F)(F)F)cc([N+](=O)[O-])c1O/N=C1/CSCc2ccccc21
153	CSc1cccc(NC(=O)Cn2nc(SC)c(-c3nc(-c4ccc(Cl)cc4)no3)c2N)c1
52	CCCc1cnc(N2CCN(c3ncc(CCC)cn3)CC2)nc1
55	O=C(NCc1nnc(SCc2ccccn2)o1)c1ccccc1
37	CN(C)c1ccc(C=Nc2ccc(C(=O)O)c(O)c2)cc1
61	O=S(=O)(Nc1ccncc1)c1ccc(I)cc1
62	CCOCCn1c(=NC(=O)c2ccccc2Cl)sc2cc(S(N)(=O)=O)ccc21
56	Cc1ccc(OCC(=O)NNC(=O)NC(=O)c2ccccc2Cl)c2c1CCC2
48	CCOC(=O)Cn1nnc(N2CCCCC2)n1
54	Cc1ccc(S(=O)(=O)N2CCC(C(=O)Nc3sc4c(c3C#N)CCCC4)CC2)cc1
72	Nc1nc(SCC(=O)Nc2cccc(C(F)(F)F)c2)n[nH]1
71	S=c1[nH]nc(-c2ccccc2Cl)o1
66	COCCn1c(C)cc(C(=O)CSc2nnc3scc(-c4ccc(Cl)cc4)n23)c1C
54	O=C(Nc1nnc(SCC(=O)N2CCCc3ccccc32)s1)c1cccc(Cl)c1
57	COc1ccc(OC)c(S(=O)(=O)Nc2ccc3c(c2)N(S(C)(=O)=O)CCC3)c1
64	Cc1cc(=O)[nH]c(-n2nc(C)c(CCC(=O)Nc3ccc(F)c(Cl)c3)c2C)n1
53	O=C(Nc1ccc(Br)c(C(=O)c2ccccc2Cl)c1)c1cc(=O)c2ccccc2o1
67	CCOC(=O)N1CCN(C(=O)Cn2cnc(-c3ccccc3)cc2=O)CC1
75	COCCN1CCC(CNC(=O)COc2ccc3ccccc3c2)CC1
62	O=C(CSc1nc(-c2ccc(F)cc2)nc2c1Cc1ccccc1O2)Nc1ccccc1Cl
91	O=C(CSc1ccc(Cl)cc1)N1CCN(c2nc3c(F)cccc3s2)CC1
60	CCCCc1ccc(S(=O)(=O)c2cnc(SCC(=O)Nc3ccc(OC)cc3)[nH]c2=O)cc1
49	CCOC(=O)c1ccc(-c2cc(=O)c3ccccc3o2)cc1
66	CCc1nnc2ccc(N3CCN(S(=O)(=O)c4ccc(Cl)cc4)CC3)nn12
57	O=C(Nc1ccc2oc3ncccc3c(=O)c2c1)c1ccc([N+](=O)[O-])cc1
58	Cc1ccc(S(=O)(=O)NN2C(=O)c3ccccc3NC2c2cc(Cl)cc(Cl)c2O)cc1 (stereo unspecified)
65	O=C(CC1CCCCN1S(=O)(=O)c1ccc(F)cc1)NCc1ccco1 (stereo unspecified)
59	O=C(Cn1nnc(N2CCOCC2)n1)NNC(=S)Nc1cc(Cl)cc(Cl)c1
56	OC(CNCc1ccc(Cl)cc1Cl)Cn1c(-c2ccc(F)cc2)cc2ccccc21 (stereo unspecified)
54	On1nnc2ccc(C(F)(F)F)cc21
57	CC(C)(C)c1ccc(C(=O)c2ncc[nH]2)cc1
55	CCCCCCCCOc1ccc(-c2nnc(CCCCCCC)s2)cc1
50	N#CCSc1nc(=O)n2ccccc2n1
58	CSc1nc(N)c(NC(=O)c2ccc(F)c(F)c2)c(=O)[nH]1
55	CC(=O)c1ccc2c3c(ccc(-c4ccc5c6c(ccc(C(C)=O)c46)CC5)c13)CC2
66	O=C1NC(=O)C(Nc2ccc(F)cc2)S1 (stereo unspecified)
56	O=C(O)c1cc(-c2ccc3c(c2)OCO3)n[nH]1
75	COc1ccccc1NC(=O)c1ccc(CNS(=O)(=O)c2cccc(Cl)c2)cc1
-9	O=C(/C=C/c1ccc(-c2ccc(Br)cc2)o1)Nc1nccs1
45	O=C(Nc1cnc2sccn2c1=O)c1ccc(F)cc1
114	COc1ccc2c(C)cc(SCC(=O)c3ccc(F)cc3)nc2c1
73	COCC(=O)N1CCCc2ccc(NS(=O)(=O)c3cccs3)cc21
26*	CC(C)c1cc(=O)[nH]c(-n2nc(-c3cccs3)cc2NC(=O)/C=C\c2ccc3c(c2)OCO3)n1
72	CCS(=O)(=O)c1ccccc1C(=O)Nc1sc(-c2ccccc2)cc1C(N)=O
65	Cc1cc(NC(=O)C(=O)NCc2c(F)cccc2F)c2ccccc2n1
131	CC(=O)Nc1ccc(NC(=O)Cn2cnc3c(-c4ccc(Cl)cc4)csc3c2=O)cc1
56	O=C(O)c1cc(S(=O)(=O)Nc2ccccc2C(=O)O)ccc1Br
57	N#CCS(=O)(=O)c1ccc2c(c1)OCCO2
71	O=C(/C=C/c1cccs1)Nc1nnc(-c2ccc(Cl)cc2)o1
50	O=S(=O)(Nc1ccncc1)c1cccc(C(F)(F)F)c1
70	NCCn1ncc2c(N3CCN(c4ccccc4)CC3)ncnc21
63	CC(C)CNC(=O)Cc1csc(Nc2ccc(OC(F)(F)F)cc2)n1
61	COc1cc(C)c(C(C)C)cc1S(=O)(=O)NCc1ccco1

# Remaining list, next part:
RMI-FANCM inh	SMILES
68	Cc1cc(-c2nnc(NC(=O)c3nc4ccccc4s3)o2)n(C)n1
59	CC(C)(C)C(=O)Oc1ccc2c(-c3cc4ccccc4oc3=O)cc(=O)oc2c1
64	COc1ccc([C@@H]2COc3c(ccc(O)c3OC)C2)c(OC)c1O
38	O=C(Nc1ccc(S(=O)(=O)Nc2cncs2)cc1)c1ccc(-c2cccc([N+](=O)[O-])c2)o1
54	Cc1ccc(C(=O)N2CCN(c3ccc(-n4cccn4)nn3)CC2)cc1C
57	Cc1cc(NC(=O)NCCNc2ncccc2C(F)(F)F)c(C(F)(F)F)o1
80	CCCN1CCCc2cc(CCNS(=O)(=O)c3ccccc3Cl)ccc21
50	O=C(NNc1nc(-c2cccs2)ns1)c1cccc(C(F)(F)F)c1
63	C=C1C(C2(C)C=CC(=O)C(C)(C)C2CC(=O)OC)CC[C@@]2(C)[C@H](c3ccoc3)OC(=O)C3OC132 (stereo partly specified)
56	CO/N=C(/C(=O)NC1C(=O)N2C(C(=O)O)=C(CSc3nc(=O)c(=O)[nH]n3C)CS[C@H]12)c1csc(N)n1 (stereo partly specified)
109	CC(=O)c1ccc(NC(=O)CSc2ncc(-c3cccc(Br)c3)o2)cc1
58	Clc1ccc2nc(SCCOc3ccccc3)[nH]c2c1
66	COc1cccc(C(=O)NCC(c2ccc3c(c2)CCCN3C)N2CCCCC2)c1OC (stereo unspecified)
65	Cc1cc(C)nc(SCc2c(C(=O)N3CCOCC3)nnn2-c2ccccc2)n1
57	CCOC(NC(=O)Nc1ccccc1C(F)(F)F)(C(F)(F)F)C(F)(F)F
69	COc1ccc(NC(=O)CSC2=NCCN2)cc1
59	Cn1c(NC(=O)c2ccc([N+](=O)[O-])cc2)c(-c2cccs2)c(=O)c2ccccc21
62	CCc1ccc(Cc2cnc(NC(=O)c3ccc4snnc4c3)s2)cc1
90	CCc1ccccc1NC(=O)Cn1cccc(-c2nc(-c3ccc(C)cc3)no2)c1=O
49	COC(=O)c1ccccc1NC(=O)/C=C\C(=O)O

# 5 records picked at random from the list so far, as already listed:
RMI-FANCM inh	SMILES
66	O=C1NC(=O)C(Nc2ccc(F)cc2)S1 (stereo unspecified)
65	Cc1cc(C)nc(SCc2c(C(=O)N3CCOCC3)nnn2-c2ccccc2)n1
54	O=C(Nc1nnc(SCC(=O)N2CCCc3ccccc32)s1)c1cccc(Cl)c1
71	S=c1[nH]nc(-c2ccccc2Cl)o1
55	CC(=O)c1ccc2c3c(ccc(-c4ccc5c6c(ccc(C(C)=O)c46)CC5)c13)CC2

# Back to the main list; the 7 compounds before the break are reprinted first.
RMI-FANCM inh	SMILES
65	Cc1cc(C)nc(SCc2c(C(=O)N3CCOCC3)nnn2-c2ccccc2)n1
57	CCOC(NC(=O)Nc1ccccc1C(F)(F)F)(C(F)(F)F)C(F)(F)F
69	COc1ccc(NC(=O)CSC2=NCCN2)cc1
59	Cn1c(NC(=O)c2ccc([N+](=O)[O-])cc2)c(-c2cccs2)c(=O)c2ccccc21
62	CCc1ccc(Cc2cnc(NC(=O)c3ccc4snnc4c3)s2)cc1
90	CCc1ccccc1NC(=O)Cn1cccc(-c2nc(-c3ccc(C)cc3)no2)c1=O
49	COC(=O)c1ccccc1NC(=O)/C=C\C(=O)O
67	O=C(NCCn1ncc2c(=O)n(Cc3cccc([N+](=O)[O-])c3)cnc21)c1cccs1
84	CN(C)CCCN(C(=O)Cc1ccc(F)cc1)c1nc2ccc(Cl)cc2s1
55	CC(C)CCCC(C)[C@H]1CCC2C3C=CC4=CC(=O)CC[C@]4(C)C3CC[C@@]21C (stereo partly specified)
61	Cc1ccc(S(=O)(=O)Nc2ccccc2C(=O)Nc2cccc3c2C(=O)N(C)C3=O)cc1
71	CN(C)c1ccc(CCNC(=O)c2cccc(Cl)c2)cc1
55	N#Cc1ccc(NC(=O)Nc2ccc(OC(F)(F)F)cc2)cc1
60	COC(=O)c1ccc2c(=O)n(CCC(=O)NCCN3CCN(c4ccccc4)CC3)c(=S)[nH]c2c1
69	C=CCc1ccccc1OCC(O)CNCCO (stereo unspecified)
81	O=C(CSc1ncnc2sc3c(c12)CCCCC3)NCc1ccc2c(c1)OCO2
59	O=C(OCn1nnc2ccccc2c1=O)c1cccs1
61	COc1cccc(C=Nc2c(-c3ccccc3)c(C(F)(F)F)nn2C)c1OC
64	CN1C(=O)c2cccc(NC(=O)c3ccno3)c2C1=O
62	Cc1ccc(-n2nnc3c(SCC(=O)N4CCCc5ccccc54)ncnc32)cc1
62	NC(=S)N/N=C\c1c(F)cccc1Cl
52	COc1ccc(-c2nc(NC(=O)Cc3ccc(F)cc3)sc2C)cc1
73	O=C(CSc1ncnc2sc3c(c12)CCC3)c1ccc2c(c1)OCO2
86	Cc1ccc(-c2cc3c(SCc4ccccc4Cl)nccn3n2)cc1C
66	Cc1ccc2[nH]c3c(=O)n(CC(=O)NC4CC4)cnc3c2c1
81	COc1ccc(NC(=O)C2C(=O)CN(c3ccccc3)C2=O)cc1 (stereo unspecified)
80	CCCC(=O)Nc1cc(-c2cn3nc(OC)ccc3n2)ccc1Cl
63	COc1cccc(-c2noc(CSc3nc(-c4ccccc4)cc(=O)[nH]3)n2)c1OC
61	CN1C(=O)c2ccc(-c3ccccc3)nc2NC1C(=O)N1CCCCC1 (stereo unspecified)
59	Clc1ccc(C2(c3noc(-c4cccs4)n3)CC2)c(Cl)c1
54	NC(=NNS(=O)(=O)c1cc(C(F)(F)F)cc(C(F)(F)F)c1)c1ccccn1
58	CCOC(=O)c1c(NC(=O)CCN2CCOCC2)sc(C)c1-c1ccccc1
61	Cc1cc(=S)n2cc(Br)ccc2n1
53	O=C(NC(=S)N1CCCC1)c1ccccc1
72	O=C(NCCc1ccc(N2CCCC2)cc1)c1ccco1
60	Cc1nn(-c2ccc(Nc3ccc(NC(=O)c4cccc(F)c4)cc3)nn2)c(C)c1C
58	CCn1cc(C(=O)O)c(=O)c2ccc(Cc3ccccc3)nc21
100	CSc1ccc(-c2noc(CSc3nc4ccccc4c(=O)n3C(C)C)n2)cc1
82	COC(=O)c1sccc1NC(=O)CSc1nccn2nc(-c3ccc(Cl)cc3)cc12
94	COc1ccc(N=Cc2c(NCc3ccccc3)nc3c(C)cccn3c2=O)cc1
64	CC(C)(C)C(=O)N1CCCC(c2nnc(Cc3ccc(F)cc3)o2)C1 (stereo unspecified)
124	CNC(=O)c1c(NC(=O)c2ccc(C(=O)c3ccccc3)cc2)sc2c1CCCCC2
66	O=C(Cn1nc(-c2cccs2)c2sc(N3CCOCC3)nc2c1=O)Nc1ccc(F)cc1
99	O=C(Nc1nc2ccc(F)cc2s1)c1c[nH]c2ccccc2c1=O
63	O=C(Nc1nnc(-c2ccc3c(c2)CCCC3)o1)c1cc(Cl)sc1Cl
56	CC(C)(C)c1cc2ncc(S(=O)(=O)c3ccc(Cl)cc3)c(N)n2n1
55	CCCCOc1ccc(C(=O)Nc2nnc(SCC(=O)OCC)s2)cc1
61	COCCN1CCCc2ccc(NS(=O)(=O)c3cc(C)ccc3C)cc21
64	O=C(CSc1n[nH]c(=O)c2cc(-c3ccco3)nn12)N1CCN(c2ccccc2F)CC1
55	CCS(=O)(=O)c1ccc(-c2ccc(NC(=O)c3sc(-c4ccccc4)nc3C)cc2)nn1
59	CC(C)N1CCc2c(sc(NC(=O)CS(=O)(=O)c3ccc(Cl)cc3)c2C(N)=O)C1
69	NNC1=NS(=O)(=O)c2ccccc21
57	COc1ccc(CCn2c(N/N=C\C=C\c3ccc([N+](=O)[O-])o3)nc3c2c(=O)[nH]c(=O)n3C)cc1
57	Cc1ccc(S(C)(=O)=NC(=O)NS(=O)(=O)Oc2ccc(Cl)cc2Cl)cc1 (stereo unspecified)
67	O=C(NCCn1nc(-c2ccncc2)ccc1=O)Nc1ccc(F)cc1F
52	Oc1cccc(O)c1
53	O=C(Nc1ccccc1-c1nc2ccccc2[nH]1)c1cc(Cl)ccc1[N+](=O)[O-]
63	CS(=O)(=O)c1ccc(CC(=O)Nc2nnc(C3CCCCC3)o2)cc1
63	COc1ccc2oc(-c3csc(NC(=O)c4ccc5ncsc5c4)n3)cc2c1
65	C=CCN1C(=O)C(C)(C)COc2cc(NS(=O)(=O)c3cc(C)ccc3OCC)ccc21
57	Cc1ccc(S(=O)(=O)NCCn2nc(-c3ccco3)ccc2=O)s1
34	O=C(Nc1nc2sc3c(c2c(=O)s1)CCCC3)c1ccc([N+](=O)[O-])cc1
87	CSc1cccc(NC(=O)C(=O)NCCN2CCN(c3ccccc3F)CC2)c1
69	Cc1ccc(C(=O)Nc2nnc(-c3ccccc3)o2)cc1
55	CCN1C(=O)C(C)(C)COc2ccc(NS(=O)(=O)c3ccc(C)c(Cl)c3)cc21

# Source: PubChem
